GAA glycogen = alters human alpha-glucosidase cleavage of glycogen. P10253. recombinant GAA, glycogen substrate, Amplex Red glucose oxidase fluorescence. Potency, µM (highest dose often 76.4 µM), for the others: top-dose activity change, negative = inhibition, actives largely listed as inhibitors. hit rate 0.38% among 300,000. AID 2100; active = well fitted inhibition curve with a large enough effect; inconclusive = small, poorly fitted or top-dose-only effect, or another doubt; inactive = no such curve, though single readings can be large or run the other way;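 also: 0% = full enzyme reaction and -100% = no-enzyme basal signal; the screen sought inhibitors and activators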
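Recombinant enzyme (4 nM final) with compounds titrated up to 77 uM and bovine liver glycogen (30 ug) in citrate pH 5.0, 0.01% Tween-20, 37 C 40 min. Released glucose detected by Amplex Red/glucose oxidase (Ex 573/Em 610); AC50 from Hill fits.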
Numbers without * were called inactive; ? = inconclusive; ! = a repeat was not active; [ ] = remark or other dose. Potency is read from the fitted curve at half-maximal effect. An excerpt (hit frequency here may not be typical).

GAA glycogen | mol
-8%[76.3 µM] | COc1ccc(C(C)NC(=S)NCc2ccc(F)cc2)cc1OC (stereo not given)
-4%[76.3 µM] | CCn1nc(NS(=O)(=O)c2ccc([N+](=O)[O-])cc2)c2cc3cccc(C)c3nc21
1% | COc1cc(C(=O)Nc2ccc(C)cc2)c2ccccc2n1
1% | CC(C)c1nnc(NC(=O)CCc2ccccc2)s1
2%[76.3 µM] | CC1CCN(C(=O)c2ccc(NS(=O)(=O)c3ccccc3)cc2)CC1
2% | CC(C)=NOCC(=O)Nn1c(COc2c(C)cccc2C)nc2ccccc2c1=O
-7%[76.3 µM] | COc1ccc(OC)c(S(=O)(=O)N/N=C\c2c[nH]c3ccccc23)c1
-12%[76.3 µM] | O=C(CSc1oc(-c2ccccc2)nc1S(=O)(=O)c1ccc(Br)cc1)c1ccccc1
-15%[76.3 µM] | CSc1ccc(C(=O)N2CCC(CCC(=O)NCc3ccc(F)cc3)CC2)cc1
-24%[76.3 µM] | COCCN(C(=O)c1snc(C(N)=O)c1N)C(C(=O)NC1CCCCC1)c1ccc(N(C)C)cc1 (stereo not given)
8% | COc1ccccc1NC(=O)NCc1ccc(C)n1C
1%[76.3 µM] | Cc1ccc(NC(=O)c2sc3ncn(CC(=O)N4CCOCC4)c(=O)c3c2C)c(Br)c1

The results go on:
GAA glycogen | mol
5% | O=C(COc1ccccc1)Nc1nc2c(s1)CCCC2
2% | COc1ccc(S(=O)(=O)/C(C#N)=C/Nc2cccc(OC)c2)cc1
3%[76.3 µM] | Cc1ccccc1CSCC(=O)Nc1ccccc1Br
-8%[76.3 µM] | Cc1ccc(-c2nc(-c3ccncc3)no2)cc1Cl
-2% | O=C(O)c1ccc(S(=O)(=O)N(Cc2ccccc2)C2CCCCC2)cc1
23%[76.3 µM] | CCOC(=O)CSc1nc2sc3c(c2c(=O)n1-c1ccccc1)CCN(C)C3
-6%[76.3 µM] | CN(C)S(=O)(=O)c1cccc(NC(=O)c2sccc2-c2ccccc2)c1
-7% | COc1ccc(C(=O)N/N=C/c2cccnc2)cc1
-3%[76.3 µM] | Cc1c(NC(=S)NC(=O)c2cccc3ccccc23)cccc1C(=O)O
4%[76.3 µM] | Cc1cc2nc3n(c2cc1C)CCCN3
-15%[76.3 µM] | CC(C)c1ccc(NC(=O)c2cnn3c(C(F)F)cc(-c4ccccc4)nc23)cc1
18%[76.3 µM] | Cc1ccc(C(=O)NCc2ccco2)c(C)c1

(continued)
GAA glycogen | mol
12%[76.3 µM] | CCN1C(=O)C(O)(c2c[nH]c3ccccc23)c2cc(Br)ccc21 (stereo not given)
-7% | O=C(Cc1ccccc1[N+](=O)[O-])OCc1cccc([N+](=O)[O-])c1
-12% | CN1CCCN(S(=O)(=O)c2cccc(C#N)c2)CC1
-5%[76.3 µM] | Cc1ccc2c(CC(=O)N(Cc3ccc(Cl)cc3)Cc3ccco3)coc2c1
7.1µM* | Cc1oc2c(O)c(O)ccc2c(=O)c1-c1ccc(Cl)cc1
3% | OCCCNc1nc(-c2ccccc2)c2cc(Br)ccc2n1
2%[76.3 µM] | O=C(Nc1ccccc1F)C1CCN(C(=O)NC2CCCCC2)CC1
1%[76.3 µM] | COc1cccc(OC)c1C(=O)Nc1cc2c(cc1N1CCOCC1)n(C)c(=O)n2C
1% | COC(=O)C1CCCN1S(=O)(=O)c1ccccc1NC(=O)c1cc(OC)c(OC)c(OC)c1 (stereo not given)
7%[76.3 µM] | O=C(Nc1ccccc1F)c1ccc2c(Cl)c3c(nc2c1)CCC3
? | COCC(=O)Oc1c(Sc2ccc(C)cc2)c(C)nn1C(C)(C)C
-7%[76.3 µM] | CCOc1ccccc1NC(=O)c1ccc2c(c1)CCCN2S(C)(=O)=O

Sorted by value in GAA glycogen (ascending): four of the compounds above.
SMILES,GAA glycogen
CN1CCCN(S(=O)(=O)c2cccc(C#N)c2)CC1,-12%
O=C(Cc1ccccc1[N+](=O)[O-])OCc1cccc([N+](=O)[O-])c1,-7%
COC(=O)C1CCCN1S(=O)(=O)c1ccccc1NC(=O)c1cc(OC)c(OC)c(OC)c1 (stereo not given),1%
OCCCNc1nc(-c2ccccc2)c2cc(Br)ccc2n1,3%

(list continues)
GAA glycogen | mol
0%[76.3 µM] | Cc1c(OC(C)C(=O)N2C[C@H]3C[C@@H](C2)c2cccc(=O)n2C3)ccc2c3c(c(=O)oc12)CCCC3 (stereo not given in full)
-2%[76.3 µM] | COc1ccccc1-c1nnc(SCC(=O)N2CCCCC2)o1
0%[76.3 µM] | CC(=O)c1[nH]c(C)c(C(=O)N2CCCC(Nc3ccc(C(C)C)cc3)C2)c1C (stereo not given)
-1%[76.3 µM] | C1=C(c2ccco2)N2CCN=C2S1
0%[76.3 µM] | Cc1ccccc1C(=O)Nc1ccnn1C1CCN(Cc2ccccn2)CC1
-1%[76.3 µM] | COc1ccc(OCCCC(=O)NNC(=O)CCN2CCN(c3ccccc3)CC2)cc1
-1%[76.3 µM] | O=C(COc1ccc2ccc(=O)oc2c1)Nc1ccc(CCO)cc1
1%[76.3 µM] | CCOc1ccc(CCNC(=O)c2cn(CC)c3ccc(S(=O)(=O)N4CCCCCC4)cc3c2=O)cc1OCC
3%[76.3 µM] | COc1cc(C(=O)NC(C)C2CC3CCC2C3)cc(OC)c1OC (stereo not given)
-1% | S=C(N/N=C/c1ccco1)NC1CC2CCC1C2 (stereo not given)
6% | CCOc1cc(CNCCCN2CCOCC2)cc(Cl)c1OCC(=O)NC(C)(C)C
? | CCc1cccc(C)c1Nc1c(-c2cccc(O)c2)nc2cnccn12

Next part.
GAA glycogen | mol
1%[76.3 µM] | CCCCc1nnc(NC(=O)C2=COCCO2)s1
11%[76.3 µM] | CC(C)CCNC(=O)CN1C(=O)c2cccnc2Oc2ccccc21
-8%[76.3 µM] | CC(C)C(NS(=O)(=O)c1ccc2c(c1)oc(=O)n2C)C(=O)NCc1ccccc1 (stereo not given)
-3%[76.3 µM] | Cc1cccc(C)c1OCc1cc(C(=O)N2CCN(c3ccccn3)CC2)no1
0%[76.3 µM] | N#Cc1cccc(NC(=O)C2CCN(c3ncccn3)CC2)c1
-12%[76.3 µM] | O=C1CCCN1CCCNS(=O)(=O)c1ccccc1
-4%[76.3 µM] | O=C(CCc1nnc2ccc(NCc3ccc(F)cc3)nn12)NC1CCCC1
-2% | CC(=O)CCc1oc2ccc(C)cc2c1Cc1ccccc1
3%[76.3 µM] | Cc1ccc(CCNC(=O)c2ccc(NC(=O)N3CC(C)Sc4ccccc43)cc2)cc1 (stereo not given)
0%[76.3 µM] | CN(C)c1cccc(C(=O)NCCCSc2ccccc2)c1
6% | O=C(O)COc1ccc(/C=N/NC(=O)c2cccc3ccccc23)cc1
6%[76.3 µM] | Cc1ccc(Cn2c(=O)n(Cc3ccc(Cl)cc3)c(=O)c3cccnc32)cc1

Remaining list, next part
GAA glycogen | mol
0%[76.3 µM] | CCCCc1nc(SCC(=O)N2CCOCC2)c2c(=O)n(C)c(=O)n(C)c2n1
-2%[76.3 µM] | COc1ccc(Cl)cc1NC(=O)CCN1C(=O)C2C3C=CC(C4CC34)C2C1=O (stereo not given)
15%[76.3 µM] | Cc1ccc(CNC(=O)CC2Oc3ccccc3NC2=O)cc1 (stereo not given)
-7%[76.3 µM] | O=C(NCc1ccccc1F)C1CCCN(c2cnccn2)C1 (stereo not given)
3%[76.3 µM] | CCOC(=O)C1(Cc2ccc(Cl)cc2)CCN(C(C)Cc2ccc(O)c(OC)c2)CC1 (stereo not given)
-7%[76.3 µM] | Cc1ccc(CNC(=O)C2CCN(S(=O)(=O)c3cccnc3)CC2)cc1
-9%[76.3 µM] | O=C(Cn1cc(SCc2ccccc2F)c2ccccc21)N1CCCCC1
2% | COc1cc(OC)c(C(=O)OCC(=O)NC2CCCC2)cc1OC
10% | O=C(c1ccc(Cl)c(S(=O)(=O)N2CCOCC2)c1)N1CCCC1
-2% | COc1ccc(Nc2ncnc3sccc23)cc1
1% | COc1ccc(CC(=O)N/N=C(\C)CC(=O)Nc2cccc(F)c2)cc1
0%[76.3 µM] | Cc1ccc([C@@H]2[C@@H]3C(=O)N(C)C(=O)[C@@H]3[C@]3(C)C(=O)N(Cc4ccccc4)CC(=O)N23)o1

Of the compounds above, these have a cyano group.
GAA glycogen | mol
2% | COc1ccc(S(=O)(=O)/C(C#N)=C/Nc2cccc(OC)c2)cc1
-12% | CN1CCCN(S(=O)(=O)c2cccc(C#N)c2)CC1
0%[76.3 µM] | N#Cc1cccc(NC(=O)C2CCN(c3ncccn3)CC2)c1

Other compounds follow.
GAA glycogen | mol
3%[76.3 µM] | CCN(CC)C(=O)c1sc(NC(=S)N2CCN(C(=O)C3CCCO3)CC2)c(C(=O)OC)c1C (stereo not given)
3% | C=CCNC(=O)CN1CCC(c2nc3cc(C)c(C)cc3[nH]2)CC1
0%[76.3 µM] | CO/N=C/C(c1ncc(C(F)(F)F)cc1Cl)S(=O)(=O)c1ccccc1 (stereo not given)
-12%[76.3 µM] | Cc1ccc(C(=O)Nc2cccc(OCc3cc(=O)n4c5c(sc4n3)CCCC5)c2)cc1
-10% | COc1cc(/C=N/NC(=S)NCCc2ccccc2)cc(OC)c1OC
3% | O=C(CCCn1cc([N+](=O)[O-])cn1)Nc1ccc2c(c1)OCO2
9%[76.3 µM] | Cc1ccccc1C(=O)NC1CCN(CC(=O)Nc2ccccc2Cl)CC1
-1%[76.3 µM] | OCCNc1nc(-c2ccccc2)c2cc(Br)ccc2n1
4% | COc1cccc(C(=O)CC(C#N)c2ccc(F)cc2)c1 (stereo not given)
-8% | CC(C)n1c(C(F)(F)F)nc2cc(C(=O)N3CCOCC3)ccc21
-2%[76.3 µM] | COc1ccc(CCNC(=O)c2cc(=O)c3cc(C)c(C)cc3o2)cc1OC
9%[76.3 µM] | Cc1ccccc1NC(=O)c1cc2c(-c3ccccc3)nn(-c3ccccc3)c2s1

New compounds follow
GAA glycogen | mol
2%[76.3 µM] | Cc1cccc(NS(=O)(=O)c2ccc(C(=O)NCC(C)(C)N3CCOCC3)cc2)c1C
-5% | Cc1c(C(=O)N(C)Cc2ccccc2)oc2c(Cl)cccc12
-6%[76.3 µM] | Cn1cccc1C(=O)NCCc1ccc(Cl)cc1
0%[76.3 µM] | Cc1ccc(S(=O)(=O)N2CCOC23CCN(C(=O)c2ccc(Cl)cc2Cl)CC3)cc1
3% | CN1CCN(c2nnc(-c3ccc(Cl)cc3)c3ccccc23)CC1
-5%[76.3 µM] | COCc1ccc(C(=O)N2CCC(CCC(=O)Nc3cccc(C)c3)CC2)s1
2% | CSc1cccc(NC(=O)CC2Oc3ccccc3NC2=O)c1 (stereo not given)
1%[76.3 µM] | Oc1ccc(-c2csc(Nc3ccccn3)n2)cc1
17%[76.3 µM] | O=C(Cn1c(=O)oc2ccccc21)Nc1ccc(C(=O)O)cc1
-23% | O=C(CSc1nccc(=O)[nH]1)Nc1ccc(N2CCOCC2)c(Cl)c1
? | Cc1ccc(CN(C(=O)COc2ccc(Cl)c(C)c2)C2CCS(=O)(=O)C2)o1 (stereo not given)
3% | O=c1[nH]cnc2onc(-c3ccc(F)cc3)c12

Sorted by SMILES length (descending): three of the compounds above
GAA glycogen | mol
? | Cc1ccc(CN(C(=O)COc2ccc(Cl)c(C)c2)C2CCS(=O)(=O)C2)o1 (stereo not given)
17%[76.3 µM] | O=C(Cn1c(=O)oc2ccccc21)Nc1ccc(C(=O)O)cc1
1%[76.3 µM] | Oc1ccc(-c2csc(Nc3ccccn3)n2)cc1

Next section
GAA glycogen | mol
-16%[76.3 µM] | CCN(CC)CCOC(=O)c1ccc(NC(=O)Cn2ncc3c2-c2cc(C)ccc2OC3)cc1
2%[76.3 µM] | Cc1cc(-c2nnc(SCC(=O)Nc3ccccc3C)n2N)n[nH]1
-4%[76.3 µM] | O=C(CCl)N(CCc1ccccc1)CCc1ccccc1
-2%[76.3 µM] | COc1ccccc1/C=C/C(=O)Nc1cccnc1
-4% | C=CCNC(=O)/C(C#N)=C/c1c(N2CCN(c3ccc(OC)cc3)CC2)nc2c(C)cccn2c1=O
4% | Cc1nn(CCOc2ccccc2Cl)c(C)c1[N+](=O)[O-]
2%[76.3 µM] | Cc1ccc(N(CC(=O)N2CCc3ccccc3C2)S(C)(=O)=O)cc1
2%[76.3 µM] | CC(C)(C)C(=O)NC1CC2CCCC(C1)N2C(=O)Nc1ccccc1 (stereo not given)
-2%[76.3 µM] | O=C(NCCc1ccccc1)c1ccc(Cl)c(S(=O)(=O)N2CCOCC2)c1
-8%[76.3 µM] | CCOC(=O)c1nnc2c(-c3ccc(F)cc3)c(C)nn2c1N
1%[76.3 µM] | COc1cc2ccc3c(CCN(C)C)cc(OC)c(OC)c3c2cc1OC
-19% | COc1cc(C(=O)Nc2ccc(NC(=O)c3ccccc3Cl)nc2)cc(OC)c1OC

Following part
GAA glycogen | mol
-3% | Cc1ccc(NC(=O)Cc2nnc(SCC(=O)Nc3nncs3)n2C)c(C)c1
6%[76.3 µM] | Cc1[nH]c2ccc(C(=O)N3CCCC3)cc2c1C
11µM*! | COC(=O)CNC(=O)C1CCN(S(=O)(=O)c2cccc3nsnc23)CC1
10% | CC1CCCCC1NC(=O)CCCCn1c(=O)[nH]c2ccsc2c1=O (stereo not given)
2%[76.3 µM] | CCOC(=O)N1CCc2c(sc3c2c(=O)n(Cc2ccccc2)c(=O)n3CC(=O)Nc2cccc(CC)c2)C1
-2% | CCCN(CCC)CCCNC(=O)c1cc2c(-c3ccc(OC)c(OC)c3)nn(C)c2s1
-2%[76.3 µM] | Cc1ccc2cc(CCNC(=O)c3ccc(S(=O)(=O)N4CCOCC4)cc3)c(=O)[nH]c2c1C

Screening data as filed in PubChem BioAssay.
